FBPA Giardia inh: blocks Giardia fructose-bisphosphate aldolase activity | A8B2U2 | purified Giardia FBPA | Potency, µM (highest dose often 59.6 µM), without a hit: at the highest dose activity, negative = inhibition, hits mostly inhibitors | actives 0.71% (n = 290,000) | AID 2451; note: potency is the fitted concentration of half-maximal effect; nearly all actives have a fitted effect of over 55% in size
Target sequence (A8B2U2 whole entry, looked up): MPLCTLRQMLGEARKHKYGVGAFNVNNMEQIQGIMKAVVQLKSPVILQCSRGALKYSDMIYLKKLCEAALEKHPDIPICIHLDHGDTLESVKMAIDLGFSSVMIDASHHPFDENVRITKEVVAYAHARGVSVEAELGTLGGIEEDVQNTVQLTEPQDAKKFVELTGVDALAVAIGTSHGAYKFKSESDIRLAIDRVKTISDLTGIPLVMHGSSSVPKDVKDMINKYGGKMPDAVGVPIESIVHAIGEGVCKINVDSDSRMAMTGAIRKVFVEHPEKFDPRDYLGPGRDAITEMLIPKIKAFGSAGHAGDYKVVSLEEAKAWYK
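Giardia FBPA (40 nM reagent) was preincubated 10 min at RT with compound (up to 57.5 uM final), then substrate plus GAPDH/TPI/NAD/arsenate coupling system with diaphorase/resazurin was added; resorufin fluorescence (525/598 nm) was read after 20 min.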
AmpC no deterg: blocks E. coli AmpC beta-lactamase in detergent-free assay; AmpC nitrocefin hydrolysis, absorbance 480 nm, 0.0001% Triton; Potency, µM (series often up to 57.1 µM), for the others: at the top dose activity change, negative = inhibition, hits mostly inhibitors; actives 0.52% (n = 330,000); P00811;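 note: potency is the fitted concentration of half-maximal effect; plate controls were no compound for no effect and no enzyme for full effect; nearly all actives have a fitted effect of over 20% in size; some results filed as inactive show a strong effect at the top dose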
Target sequence (P00811 whole entry, looked up): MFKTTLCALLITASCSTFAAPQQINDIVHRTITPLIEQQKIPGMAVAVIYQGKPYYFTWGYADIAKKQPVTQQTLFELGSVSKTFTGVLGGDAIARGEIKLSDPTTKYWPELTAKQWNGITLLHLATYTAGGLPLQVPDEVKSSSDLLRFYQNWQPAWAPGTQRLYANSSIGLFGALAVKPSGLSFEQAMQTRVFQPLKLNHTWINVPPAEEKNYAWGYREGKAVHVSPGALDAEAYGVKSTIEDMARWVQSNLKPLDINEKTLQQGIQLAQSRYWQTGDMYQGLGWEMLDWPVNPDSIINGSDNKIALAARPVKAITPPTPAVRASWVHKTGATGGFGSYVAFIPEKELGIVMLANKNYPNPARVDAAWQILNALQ
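20 mM phosphate pH 7.0 + 0.01% (detergent screen) or 0.0001% Triton X-100; 5.3 nM AmpC reagent; cpd preinc 15 min RT; nitrocefin (800 uM stock) to start; A480 q20 s × 4 min; Activity was normalised to no-enzyme and no-compound control wells.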
HCV inh: HCV inhibition; Huh7.5.1 HCVcc-Cre infection, luciferase reporter, 44 h; Potency, µM (top dose mostly 41.8 µM), for the others: at the highest dose activity change, negative = inhibition, usual class: inhibitors; actives 3.4% (n = 340,000); AID 651820; note: potency is the fitted concentration of half-maximal effect
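Luciferase read-out (15 sec integration) after a 15 min room-temperature substrate step quantifies HCVcc-Cre infection. Cells, 1,000 per well, had compound added 4 h post-plating, then virus at ~0.5 moi, and were cultured 44 h.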
Sm TGR inh: S. mansoni TGR enzyme inhibition | Q962Y6 | actives 3% (n = 360,000) | Potency, µM (highest dose often 114 µM), inactives show at the top dose activity change, negative = inhibition, hits mostly inhibitors | AID 485364 | purified TGR, DTNB reduction, TNB absorbance 405 nm; note: potency is the fitted concentration of half-maximal effect; nearly all actives have a fitted effect of over 60% in size
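Kinetic colorimetric format: TGR-catalysed, NADPH-driven DTNB reduction monitored via TNB absorbance. Enzyme dispensed at 20 nM; compound exposure 15 min at room temperature before reaction start.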
AmpC detergent: inhibitors of E. coli AmpC beta-lactamase with detergent; AID 485294; actives 0.041% (n = 370,000); P00811; AmpC hydrolysis of nitrocefin, absorbance 480 nm, 0.01% Triton; Potency, µM (series often up to 114 µM), inactives show top-dose activity change, negative = inhibition, actives largely listed as inhibitors;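 note: potency is the fitted concentration of half-maximal effect; 0% = no-compound wells and -100% = no-enzyme wells; nearly all actives have a fitted effect of over 25% in size; some results filed as inactive show a strong effect at the top dose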
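AmpC (5.3 nM in the dispensed reagent) in 20 mM phosphate pH 7.0 with 0.01% (detergent screen) or 0.0001% Triton X-100 was preincubated with compounds for 15 min at room temperature. Nitrocefin was then added from an 800 uM solution, and hydrolysis was followed at 480 nm.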
HCMV inh: human cytomegalovirus inhibition. activity change, negative = inhibition, % at 57.5 µM. HFF cells, HCMV-luciferase reporter, 72 h; hits give low values. AID 1259415. actives 4.5% (n = 410,000); in the data active = activity change below about -60%; inconclusive = no clear call, values can overlap the other calls; inactive = above about -39%
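Screen run at 2 compound doses on HFFs infected with reporter HCMV, MOI 1 PFU/cell. Luciferase activity from cell lysates at 72 h post infection gave inhibition relative to buffer-only and Salinomycin wells.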
Starred values were filed as active, the others as inactive; ? = inconclusive; . = not tested or not shown; & = joins results of further samples; ! = repeats disagree; [ ] = dose if it differs, or a comment. Unless noted, calls come from the whole dose curve; as a rule, active = well fitted curve in the direction sought with a large enough effect; inconclusive = small, poorly fitted or top-dose-only effect, or another doubt; inactive = no such curve, though single readings can be large; an effect the other way counts as inactive or inconclusive. Unless noted, % is set by controls: 0 for no effect and ±100 for the full control effect.

SMILES	FBPA Giardia inh	AmpC no deterg	HCV inh	Sm TGR inh	AmpC detergent	HCMV inh
CCC(C)[C@H](NC(=O)NCc1ccco1)C(=O)OC (stereo partly drawn)	-2%	-4%	25%	-5%	7%	-5
CCN1CCN(C(=O)C(=O)c2cn(CC(=O)N(CC)CC)c3ccccc23)CC1	3%	5%	19%	4%	2%	-24
CN1CCc2c(sc3c2c(=O)n(-c2ccccc2)c2nnc(SCc4ccc(Cl)cc4)n32)C1	-6%	114%[activator]	?	-22%	-13%	-32
CCCN(CC(=O)Nc1ccccc1C)C(=O)CCl	-4%	-18%	7.1µM*	14µM*	4%	-99*
CCCOc1ccc(N2C(=O)CC(N(CCc3ccc(S(N)(=O)=O)cc3)C(C)=O)C2=O)cc1 (stereo not drawn)	6%	12%	16%	?	-7%	30
COc1ccc(OCC(=O)NNc2c3ccccc3nc3ccccc23)cc1	-1%	?	6.3µM*	-8%	?	-75*
Cc1c(S(=O)(=O)N2CCCCC2)c(=O)n(C)c(=O)n1C	.	?	11%	-5%	?	-31
CC(Sc1nnc(C2CC2)n1Cc1ccccc1)C(=O)N1CCNC1=O (stereo not drawn)	.	-17%	3%	1%	1%	-9
O=C(c1ccccc1)C(O)C(c1ccccc1)N1CCOCC1 (stereo not drawn)	1%	-17%	9%	12%	-12%	10
CCOc1cccc2sc(NC(=O)CS(=O)(=O)c3ccc(C)cc3)nc12	.	.	.	0%	0%	0
Cc1ccsc1C(=O)OCC(=O)N1CC(=O)Nc2ccccc21	-6%	-15%	-24%	1%	-17%	11
CCn1c(C)[n+](CC(O)COCC2CC=CCC2)c2ccccc21 (stereo not drawn)	3%	14%	20%	6%	-8%	-21
COc1ccc(CN(C)S(=O)(=O)c2nnc(NC(=O)c3cccc(C)c3)s2)cc1OC	.	-2%	24%	1%	-2%	-10
COc1cc(/C=C2/C(=O)c3cccc([N+](=O)[O-])c3C2=O)c(Br)cc1O	-30%	-35%	-22%	35µM*	-11%	16
CCc1ccc2nc(N(CCCN(C)C)C(=O)c3ccc(S(=O)(=O)N4CCCC4)cc3)sc2c1	.	199%[activator]	?	-9%	-2%	-36
O=C(Oc1cccc(Cl)c1)N1CCOCC1	10%	-7%	6%	7%	?	10
Cc1ccc(-n2ncc(C(=O)NCc3ccco3)c2C2CCN(C(=O)OC(C)(C)C)CC2)c(C)c1	.	.	.	-12%	2%	-18
COc1ccccc1NC(=S)NCc1ccc2c(c1)cc(C)n2C	0%	-29%	-24%	1%	-10%	?
CC(CC(=O)Nc1ccc(F)c([N+](=O)[O-])c1)c1ccccc1 (stereo not drawn)	-3%	-21%	-18%	-21%	?	?
Cc1nnc(SCC(=O)Nc2ccc(N(C)C)cc2)[nH]c1=O	.	.	.	-3%	-5%	-9
COC(=O)C1=C(c2ccc(OCc3ccccc3)cc2)C[C@@H]2CC[C@H]1N2C(=O)NC1CCN(Cc2ccccc2)CC1	.	261%[activator]	?	4%	7%	.
CCN1CCN(c2oc(-c3ccc(COc4ccc(C)cc4)o3)nc2C#N)CC1	.	.	.	1%	22%	-16
CCN1CCC(N(Cc2ccc3c(c2)OCO3)C(=O)Nc2cccc(C)c2C)CC1	.	.	.	-2%	15%	-13
CCCNC(=S)N1CCC(NC(=O)C2CCCCC2)CC1	0%	-15%	6%	-10%	-3%	101
COc1cccc(-c2noc(CCCC(=O)Nc3ccc(C(N)=O)cc3)n2)c1	1%	-34%	0%	-4%	-2%	-6
Cc1ccc([N+](=O)[O-])cc1NC(=O)C(Sc1ccccc1)c1ccccc1 (stereo not drawn)	0%	-28%	21%	0%	2%	-15
CC1(C)CC(N2CCCC2)=CC(=[N+]2CCCCC2)C1	1%	-12%	-26%	-6%	-1%	-93*
Cc1ccc(NC(=O)CN(C)C(=O)COC(=O)CNS(=O)(=O)c2ccc(Br)cc2Cl)cc1	.	123%[activator]	0%	0%	1%	5
CC1CC(C)(C)NC(=S)N1CCCC(=O)Nc1ccc(F)c(F)c1 (stereo not drawn)	0%	-12%	-7%	28%	-7%	-28
COc1ccc(OC)c(S(=O)(=O)Nc2cccc(-c3ccc4nncn4n3)c2)c1	0%	6%	-13%	6%	-1%	-19
CCCCN(C(=O)c1ccc(S(=O)(=O)N(CC)CC)cc1)c1c(N)n(CCC)c(=O)[nH]c1=O	0%	12%	-16%	-9%	2%	-6
O=C1c2ccccc2C(=O)c2c1cccc2N1CCOCC1	-11%	-4%	22µM*	2%	-13%	-22
O=C(Cc1cc(=O)[nH][nH]1)N/N=C/c1cccc(Cl)c1Cl	3%&7%	-54%&-19%	0%&11%	7%&5%	5%&0%	-102*!
O=C(Nc1ccc(NC(=O)c2sc3ccccc3c2Cl)cc1Cl)c1ccco1	6%	-9%	.	6%	2%	-2
CC(C)(C)CC(=O)Nc1ccccc1N1CCN(c2ccccc2)CC1	1%	-8%	5%	4%	6%	-9
CCOC(=O)Cc1csc(NC(=O)Cn2c(=O)oc3ccccc32)n1	1%	-12%	10%	-4%	6%	-8
O=C(/C=C/c1ccc2c(c1)OCO2)NCc1ccncc1	14%	-3%	11%	-20%	0%	64
Cc1ccccc1NC(=O)Cc1nc(COC(=O)c2cccc(C)c2O)cs1	.	-36%	-16%	7%	-1%	1
O=C(CSc1nc2ccccc2c2c1CCCC2)N1CCOCC1	2%	100%[activator]	?	6%	4%	-35
O=C(CCNC(=O)c1ccc(Br)cc1)NCCCSc1ccccc1	.	-21%	0%	0%	-6%	-25
CN1CCC2(CC1)NC(=O)C1=C(CN(C)CC1)N2	1%	-19%	19%	-13%	-16%	-1
COc1ccc(C(=O)NCc2nnc(SCC(=O)N3CCCc4ccccc43)o2)cc1OC	0%	-6%	-26%	2%	7%	25
Cc1ccc(OC(=O)c2sc3ncn(C)c(=O)c3c2C)cc1	1%	-20%	?	-9%	-2%	-35
Cc1cc(Br)ccc1NC(=O)c1cc2c(=O)n(C)c3cc(Cl)ccc3c2s1	.	.	.	3%	3%	12
O=C(CN1C(=O)c2ccccc2C1=O)N1CCCCC1	-1%	-8%	13%	-20%	-12%	30
Cc1ccc(-n2c(C)cc(C(=O)COc3c(CO)cc(F)cc3CO)c2C)cc1C	-8%	-37%	?	-9%	-5%	-92*
Cc1ccc(C(=O)N/C(=C/c2ccc(-c3ccc(Br)cc3)o2)C(=O)NC2CCS(=O)(=O)C2)cc1 (stereo not drawn)	-16%	143%[activator]	?	8%	0%	-21
COc1ccccc1N1CCN(C(=O)c2ccc3c(c2)CCN3S(C)(=O)=O)CC1	.	117%[activator]	-5%	-4%	-1%	2
C[C@H](CO)N1C[C@H](C)[C@@H](CN(C)Cc2ccc(-c3ccccc3)cc2)Oc2c(NS(=O)(=O)c3ccc(F)cc3)cccc2C1=O	.	169%[activator]	?	.	.	2
CCOc1ccc2ccccc2c1/C=N/NC(=O)CNC(=O)c1ccccc1O	0%	-49%	?	0%	-7%	32
Cc1ccc(OCC(=O)N/N=C/c2ccco2)cc1	3%	-26%	5%	-14%	?	-1
CCCCc1nc2cc(C(=O)NC3CCOC(C)(C)C3)ccc2o1 (stereo not drawn)	.	24%	-4%	4%	-9%	34
Cc1nnc(NC(=O)CSc2ccc(-c3ccco3)nn2)s1	-25%	-28%	13%	14µM*	0%	2
C=CCSc1nc2c(c(=O)[nH]c(=O)n2C)n1Cc1ccccc1	19%	-30%	-29%	4%	?	-6
COc1ccc(CN2CCCC2C(=O)Nc2ccc(OC)c(OC)c2)cc1OC (stereo not drawn)	-5%	-9%	22%	-31%	?	-9
CCOc1cc(/C=N/NC(=O)CSc2nncn2C)ccc1OCc1cccc(C)c1	1%	191%[activator]	-3%	0%	?	-36
CCCCCCCCCCOC(=O)Cn1c(COc2ccccc2)[n+](C)c2ccccc21	3%	100%[activator]	?	19%	0%	-40
COc1ccc(NC(=O)CCC(=O)c2cccs2)cc1S(=O)(=O)Nc1ccc(Cl)cc1	-4%	-32%	-21%	-6%	-12%	68
CC(NC(=O)c1cc(-c2ccccc2)on1)c1ccccc1 (stereo not drawn)	1%	-10%	-4%	0%	1%	-23
Cc1cccc(Nc2nc(-c3ccccc3)c3cc(C)ccc3n2)c1	.	.	.	-1%	17%	-34

Arranged by SMILES length (descending): 3 of the compounds above.
SMILES	FBPA Giardia inh	AmpC no deterg	HCV inh	Sm TGR inh	AmpC detergent	HCMV inh
Cc1cccc(Nc2nc(-c3ccccc3)c3cc(C)ccc3n2)c1	.	.	.	-1%	17%	-34
Cc1nnc(NC(=O)CSc2ccc(-c3ccco3)nn2)s1	-25%	-28%	13%	14µM*	0%	2
CN1CCC2(CC1)NC(=O)C1=C(CN(C)CC1)N2	1%	-19%	19%	-13%	-16%	-1

Next compounds follow:
SMILES	FBPA Giardia inh	AmpC no deterg	HCV inh	Sm TGR inh	AmpC detergent	HCMV inh
CCc1ccc(NC(=O)Cn2c(=O)n(CCCCC(=O)NCc3ccc4c(c3)OCO4)c(=O)c3ccccc32)cc1	.	.	.	4%	14%	-39
O=c1c2c(nc3cc(-c4ccccc4)[nH]n13)CCS2	-19%	-16%	-8%	6%	-6%	36
Cc1cc(C)c2c(CC(=O)Nc3ccc(S(=O)(=O)Nc4ncccn4)cc3)coc2c1	.	.	.	2%	?	11
CC(C)COC(=O)COc1cc(Cl)c(Cl)cc1Cl	.	0%	3%	7%	5%	11
Cc1ccc(S(=O)(=O)N2CCCCC2)cc1NS(=O)(=O)c1ccccc1F	.	-19%	1%	.	.	-4
COc1ccc(C(CCN2CCOCC2)c2c(OC)cc(OC)c3c(-c4ccccc4)cc(=O)oc23)cc1 (stereo not drawn)	-2%	167%[activator]	32µM*	.	.	-27
CCC(CC)C(=O)NCc1ccc(Cl)cc1	3%	-9%	1%	9%	0%	-33
Cc1cccc(NC(=S)NC(=O)C2CC2)c1	.	74%[activator]	.	35µM*	-12%	.
Cc1oc(=O)c(NC(=O)c2ccc(Cl)cc2)cc1C(=O)c1ccccc1	-27%	-58%	?	4µM*	-14%	-33
COc1ccc(N(CC(=O)Nc2ccccc2F)S(=O)(=O)c2ccc(C)c([N+](=O)[O-])c2)cc1	-6%	-13%	?	29%	3%	?
S=C(NCCNCc1ccccc1)NC1CCCCC1	-8%	?	.	3%	-3%	.
CN1CCN(C(=O)c2ccc3c(c2)N(Cc2ccc(Cl)cc2)C(=O)c2ccccc2S3=O)CC1 (stereo not drawn)	4%	147%[activator]	-3%&-12%	-15%	?	11
COc1ccc(C(=O)CSc2nnc(-c3ccco3)n2C)cc1	0%	-17%	-2%	?	?	-8
CCCCN(CCCC)C1=C(C(=O)c2ccccc2)N(CC)S(=O)(=O)c2ccccc21	.	.	.	-7%	-1%	-32

Retrieved by structure from the list above (three):
SMILES	FBPA Giardia inh	AmpC no deterg	HCV inh	Sm TGR inh	AmpC detergent	HCMV inh
Cc1cccc(NC(=S)NC(=O)C2CC2)c1	.	74%[activator]	.	35µM*	-12%	.
CCCCN(CCCC)C1=C(C(=O)c2ccccc2)N(CC)S(=O)(=O)c2ccccc21	.	.	.	-7%	-1%	-32
Cc1oc(=O)c(NC(=O)c2ccc(Cl)cc2)cc1C(=O)c1ccccc1	-27%	-58%	?	4µM*	-14%	-33

Screens (PubChem BioAssay)
